hIAP act – human IAP activators, primary screen, biochemical, luminescence, uHTS | purified human IAP, CDP-Star luminescence, 30 min; hits give high values; 1 = vehicle-only enzyme, 0 = enzyme-free background | activation factor at 10 µM | 330,000 compounds, 0.16% hits;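 active = activation factor of the enzyme at least 2-fold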; note: the source names both 10 and 20 µM as test concentration; values of inactives mirror those of a sister screen read the other way
Target sequence (P09923 whole entry, looked up): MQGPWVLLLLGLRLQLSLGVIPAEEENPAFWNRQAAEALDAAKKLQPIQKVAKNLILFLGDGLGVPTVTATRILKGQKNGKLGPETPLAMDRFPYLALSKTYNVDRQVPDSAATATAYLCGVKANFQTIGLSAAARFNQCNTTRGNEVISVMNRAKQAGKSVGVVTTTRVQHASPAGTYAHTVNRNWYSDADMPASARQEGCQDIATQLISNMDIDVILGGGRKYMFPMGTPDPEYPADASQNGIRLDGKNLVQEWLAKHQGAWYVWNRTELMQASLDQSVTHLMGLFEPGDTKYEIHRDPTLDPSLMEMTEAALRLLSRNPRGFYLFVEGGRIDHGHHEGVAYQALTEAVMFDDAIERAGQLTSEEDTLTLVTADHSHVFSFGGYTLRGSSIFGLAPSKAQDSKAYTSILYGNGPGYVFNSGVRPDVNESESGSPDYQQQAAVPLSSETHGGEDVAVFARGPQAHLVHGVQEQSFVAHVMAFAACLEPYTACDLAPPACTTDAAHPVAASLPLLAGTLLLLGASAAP
mIAP activ – activators of mouse IAP, primary screen, biochemical, luminescence, uHTS; intestinal alkaline phosphatase [Mus musculus]; muIAP, CDP-Star luminescence, 30 min; hits give high values; 1 = vehicle-only enzyme signal, 0 = enzyme-free wells; activation factor at 10 µM; 330,000 compounds, 0.24% hits; AID 2805, 2010;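 active = activation factor of at least 2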; note: the source names both 10 and 20 µM as test concentration; values of inactives mirror those of a sister screen read the other way
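Assay system: mouse IAP enzyme; reagent: chemiluminescent substrate CDP-Star; dosing: test compounds delivered from DMSO solution; schedule: 30 min at room temperature; measured by: luminescence from enzymatic CDP-Star hydrolysis; controls: DMSO-only wells and no-enzyme negative control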
hIAP inh – human IAP inhibitors, primary screen, biochemical, luminescence, uHTS; AID 2544, 2010; inhibition, % at 10 µM; 330,000 compounds, 0.12% hits; purified IAP, CDP-Star luminescence, 30 min; Intestinal-type alkaline phosphatase (Homo sapiens), P09923;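 active = inhibition reaching a set limit with compound at 10 µM in the primary screen, cut at about 35% in these data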;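 note: plate controls were DMSO wells with enzyme for no effect and no-enzyme buffer wells for full effect; values of inactives mirror those of a sister screen read the other way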
MIN6 prolif – inducers of MIN6 beta-cell proliferation, primary screen, ATP luminescence, uHTS | AID 2380, 2010 | MIN6 cells proliferation, ATPlite luminescence, 48 h; cells starved in 0.2% serum; 100% = growth in 10% serum | proliferation, % at 10 µM | 330,000 compounds, 0.29% hits;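 active = compounds whose signal lies at least 3.5 SD above the mean of all wells on their plate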;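 note: 0% = DMSO-treated cells in low-serum medium and 100% = 10% serum control; some compounds called inactive have numbers as strong as hits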
mIAP inh – inhibitors of mouse IAP, primary screen, biochemical, luminescence, uHTS; purified mouse IAP, CDP-Star luminescence, 30 min; AID 2806, 2010; 330,000 compounds, 0.2% hits; inhibition, % at 10 µM;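 active = inhibition of at least 40% at 10 µM in the primary screen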;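 note: plate controls were DMSO with enzyme for no effect and no enzyme wells for full effect; values of inactives mirror those of a sister screen read the other way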
A3G deaminase – APOBEC3G DNA deaminase inhibitors, primary screen, biochemical, fluorescence, single-stranded DNA substrate, uHTS. DNA dC->dU-editing enzyme APOBEC-3G (Homo sapiens), Q9HC16. recombinant A3G, ssDNA deamination FAM/TAMRA fluorescence. inhibition, % at 20 µM. 330,000 compounds, 0.28% hits;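 active = inhibition of at least 40% at 20 µM, with no more than 30% in the related APOBEC3A deaminase screen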;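 note: plate controls were DMSO wells with A3G for no effect and wells lacking A3G enzyme for full effect; some compounds called inactive have numbers as strong as hits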
GRIN3A LBD mod – binders of NR3A ligand-binding domain, primary screen, biophysical, differential scanning fluorimetry, uHTS | Glutamate receptor ionotropic, NMDA 3A (GRIN3A) ligand-binding domain | NR3A LBD differential scanning fluorimetry, Tm shift; 0% = protein alone, 100% = glycine-bound protein | Tm shift relative to glycine control, % at 25 µM | 340,000 compounds, 2.5% hits;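 active = melting temperature shift of at least 10% of the positive control shift, at one fixed dose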
MPTP inh – mitochondrial permeability transition pore inhibitors, primary screen, biochemical, isolated mouse mitochondria, absorbance. inhibition, % at 10 µM. 360,000 compounds, 1.4% hits. Ca2+ swelling absorbance, 30 min;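 active = inhibition of 50% or more, scaled per plate between neutral and stimulator controls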;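 note: 0% = DMSO wells given calcium and 100% = 1 mM EGTA wells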
APOBEC3A inh – APOBEC3A ssDNA deaminase inhibitors, primary screen, selectivity assay for APOBEC3G inhibitor project, biochemical, FAM/TAMRA oligo cleavage fluorescence; recombinant A3A, FAM/TAMRA ssDNA deamination fluorescence; inhibition, % at 20 µM; 330,000 compounds, 0.41% hits; AID 493011, 2011;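 active = at least 40% inhibition at 20 µM here, with at most 30% in a related deaminase screen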;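 note: plate controls were A3A with DMSO for no effect and wells lacking A3A enzyme for full effect; some results filed as inactive read as strong as hits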
Target sequence (P31941 whole entry, looked up): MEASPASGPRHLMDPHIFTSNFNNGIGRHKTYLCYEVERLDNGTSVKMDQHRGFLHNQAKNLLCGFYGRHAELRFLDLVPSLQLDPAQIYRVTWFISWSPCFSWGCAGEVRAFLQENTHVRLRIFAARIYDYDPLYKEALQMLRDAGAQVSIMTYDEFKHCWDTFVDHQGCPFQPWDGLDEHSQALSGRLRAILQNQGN
* hit, by the source's call.

compound,hIAP act,mIAP activ,hIAP inh,MIN6 prolif,mIAP inh,A3G deaminase,GRIN3A LBD mod,MPTP inh,APOBEC3A inh
COC(=O)C(Cc1ccccc1)NC(=O)c1ccc(NS(=O)(=O)c2ccc3[nH]c(=O)[nH]c3c2)cc1 (stereo unspecified),1.1,1,-13,-4,-4,-4,-2,-0.2,2
COc1ccc(-c2nc3n(c(=O)c2C#N)CCS3)cc1,1.2,1.1,-19,-4,-9,4,1,1.0,-1
Cc1ccc(C2(c3ccccc3)NC(=O)N(CC(=O)NC3(C#N)CCCC3)C2=O)cc1C (stereo unspecified),1.1,1.2,-7,-6,-19,-5,0,-0.8,-6
CCOCCCN(C)C1CCN(C(=O)c2oc3ccccc3c2NC(=O)COc2ccc(F)cc2)CC1,1.1,0.98,-15,-3,2,-10,0,-1.8,-2
CCOc1ccccc1N1CCN(C(=O)c2c(C)noc2C)CC1,0.89,1.1,11,-1,-6,-4,1,-1.3,1
COc1ccccc1CN1CCNC(=O)C1CC(=O)NCCc1cnccn1 (stereo unspecified),1.2,1.1,-25,0,-10,-8,1,-0.8,-6
CCN(c1ccccc1)S(=O)(=O)c1ccc(C(=O)NCc2ccco2)cc1,0.99,1,1,-3,0,-1,0,-0.4,0
COc1cc(OC)c(-c2nc3ccccc3s2)cc1OC,1,0.96,-2,-4,4,-3,-2,1.3,0
CC1Cc2cc(/C(O)=C3/C(=O)C(=O)N(Cc4ccncc4)C3c3ccc(N(C)C)cc3)ccc2O1 (stereo unspecified),1,0.87,0,1,13,-3,1,-1.0,-1
CCCc1cc(C(=O)Nc2cc(Br)ccc2O)no1,1.1,0.85,-14,-2,15,5,-10,2.1,2
O=C1c2cccc3c(N4CCCCC4)ccc(c23)C(=O)N1c1ccccn1,1,1,-1,0,-1,-17,0,-0.3,-21
C=CCNC(=O)c1ccc2c(c1)nnn2C,0.93,1.1,7,-3,-7,-2,-2,-0.8,-1
S=C(N/N=C/c1ccccc1Cl)Nc1cccc(Cl)c1Cl,1,0.89,-4,-3,11,-2,3,1.8,-6
COc1ccccc1N1CSC2=C(C#N)C(c3ccc(SC)cc3)CC(=O)N2C1 (stereo unspecified),0.88,0.61,12,-2,39,38,-20,-1.9,22
Cc1cc(N/C(=N/S(=O)(=O)c2cc(F)ccc2F)c2ccccc2)n(-c2ccccc2)n1,0.95,0.91,5,2,10,-12,-13,2.0,-2
Cc1ccc(S(=O)(=O)Nc2cc(C(=O)NCCN3CCCC3)ccc2N2CCCCC2)cc1,1.2,1,-19,-6,-1,0,-2,7.6,2
CCN(C(=O)c1cc(S(=O)(=O)N2CCCCC2)c[nH]1)c1ccc(OC)cc1,1.1,1,-6,-1,-5,-4,-1,1.2,-3
CCOC(=O)N1CCN(CC(O)COC(CC)c2ccccc2)CC1 (stereo unspecified),1.3,1,-25,-2,-5,5,-3,1.8,-4
CCOc1ccc(NC(=S)NC(=O)/C=C/c2ccc(OC)c(OC)c2)c([N+](=O)[O-])c1,1.1,0.9,-11,-1,10,-4,-2,2.6,-1
COc1cccc(N2CC(C)Cn3c2nc2c3c(=O)[nH]c(=O)n2C)c1 (stereo unspecified),0.98,0.91,2,-2,9,-7,1,-0.1,-4
COc1cccc(OC)c1CN(C)C(=O)c1cnccc1C(F)(F)F,0.94,0.94,6,0,6,-6,-1,-1.2,-2
Cc1cc(NC(=O)COC(=O)c2cccc(O)c2)no1,1.1,0.98,-8,-3,2,-6,-1,-3.8,-2
Cc1ccccc1/C=C/c1cc[n+](C)cc1,1.1,1.1,-5,0,-10,19,3,-1.1,59*
COc1ccc(OC)c(S(=O)(=O)N2CCC(C(=O)Nc3ccc(C)c(C)c3)CC2)c1,0.88,1.5,12,-1,-49,-3,-9,6.9,3
CC(C)N(c1ccccc1)c1ccc(NC(=O)C2CCCO2)cc1 (stereo unspecified),0.98,1,2,-2,-1,-2,-2,-1.2,0
COC(=O)c1sccc1NC(=S)N1CCN(c2cc(C)ccc2C)CC1,0.96,0.97,4,-3,3,-8,-2,3.0,-6
CC1CN(C(=O)C(C)N2CCN(c3cccc(Cl)c3)CC2)CC(C)O1 (stereo unspecified),1,1.1,-4,1,-7,-4,-2,-0.4,-2
CC(C)Cc1nnc(NC(=O)CC(C)c2ccccc2)s1 (stereo unspecified),1.1,1,-14,1,-5,-1,2,0.3,0
COc1cc(CC(NC(C)=O)C(=O)NC2CCN(c3nc(C)cc(C)c3C#N)CC2)cc(OC)c1 (stereo unspecified),1,1,-3,-1,-5,-5,2,0.3,-3
CCO/C=C1/C(=O)N(CC)c2ccccc21,1.1,0.98,-15,-2,2,3,-1,0.0,10
CN(C)S(=O)(=O)c1ccc(Cl)c(NC(=O)COC(=O)/C=C/c2cnc3ccccc3n2)c1,1.1,1,-8,-1,-3,-5,2,2.6,0
CC(=O)NCC(=O)OCC(=O)c1ccc(C)c(C)c1,1.1,0.97,-14,-3,3,-2,4,0.2,2
Oc1ccc(/C=N/N2CCCCC2)c(O)c1,1,1,-2,-2,-4,-10,33*,-0.7,-3
O=C(Nc1ccccn1)c1ccc(Cl)c(S(=O)(=O)N2CCOCC2)c1,1.1,1.1,-13,-2,-6,-7,-1,13,2
CC(=O)c1ccc(NC(=O)CSc2ccc(-c3ccc(-n4cccn4)cc3)nn2)cc1,1,1.1,-4,-4,-5,0,7,-0.5,1
COCCn1c(Cc2cccn2C)nnc1SCC(=O)NCc1ccc2c(c1)OCO2,1,1,-1,1,-1,1,-1,0.1,5
O=C(NCC1CCCO1)C1CCC(=O)N1Cc1ccccc1Cl (stereo unspecified),0.96,0.95,4,-5,5,-3,1,-1.5,-15
Cn1cnnc1SCC(=O)Nc1ccc2ccccc2c1,0.92,0.95,8,4,5,0,-1,-0.9,0
CCOC(=O)c1c(NC(=O)C2=C(C)NC(=S)NC2c2ccc(C)cc2)sc(C)c1C (stereo unspecified),0.87,0.93,13,0,7,-2,3,1.5,-2
CCc1ccc2c(CN(C)Cc3ccccc3OC)cc(=O)oc2c1,1,0.91,-1,-2,9,3,-1,0.8,4

Additional structures
smiles	hIAP act	mIAP activ	hIAP inh	MIN6 prolif	mIAP inh	A3G deaminase	GRIN3A LBD mod	MPTP inh	APOBEC3A inh
COc1ccc(C(=O)c2ccc(OC)c(OC)c2)cc1OC	0.99	0.95	1	1	5	-5	2	0.4	-4
COc1cc(/C=C2\SC(=S)N(N3CCOCC3)C2=O)cc(OC)c1OC	1	1	-3	-3	-1	-6	0	0.3	-4
CCC12CN3CC(CC)(CN(C1)C31C(=O)N(C)c3ccc(C)cc31)C2=O (stereo unspecified)	1.1	1	-6	-3	-4	-4	0	-0.8	3
CC(=O)N1CCN(CC(=O)Nc2sccc2C#N)CC1	0.92	0.88	8	-4	12	-7	-3	0.8	6
CC1CN(C(=O)C2CCCC2)C(C)CN1C(=O)C1CCCC1 (stereo unspecified)	0.95	1	5	0	-2	10	0	1.2	7
CCOc1ccc(NC(=O)CSc2nc3[nH]ncc3c(=O)n2-c2ccccc2OC)cc1	1.1	0.92	-10	0	8	3	6	-0.2	1
COC(=O)c1ccc(Sc2ccc(Cl)cc2)c(N)c1	1.1	0.89	-7	-4	11	-6	-2	-2.2	-1
O=C(COC(=O)/C=C/c1ccccc1)Nc1ccccc1Br	0.96	1	4	0	-3	-1	-9	5.3	2
CCC(C(=O)N1CCN(S(=O)(=O)c2sc(C(=O)O)c(C)c2C(=O)O)CC1)c1ccccc1 (stereo unspecified)	0.94	0.95	6	1	5	-8	1	-2.4	4
Cc1ccc(NC(=O)c2nc[nH]c2C(=O)N2CCC(C)CC2)cc1	1.3	0.96	-27	-3	4	-3	1	0.4	3
CCOc1c(OC)cc(C2C(C#N)=C(N)Oc3n[nH]c(-c4ccncc4)c32)cc1OC (stereo unspecified)	1.2	1	-19	-3	0	-2	1	-4.9	4
CCc1ccc(NC(=O)C2CCN(S(=O)(=O)c3c(C)noc3/C=C/N(C)C)CC2)cc1	1.5	1.4	-45	-4	-37	-3	-8	0.2	-5
COc1ccc(C=NCC2COc3ccccc3O2)cc1OC (stereo unspecified)	1.1	0.98	-6	-2	2	-7	0	1.4	-2
COc1ccc(S(=O)(=O)N2CCC(C(=O)N3CCCCC3)CC2)cc1	1.3	0.99	-31	-3	1	-14	0	-1.0	-2
COc1ccc(Cl)cc1S(=O)(=O)N1CCCC(C(=O)NCCc2ccccc2)C1 (stereo unspecified)	0.94	1	6	-4	-4	-4	-1	0.4	6

A few values from the entries so far.
COc1ccc(C=NCC2COc3ccccc3O2)cc1OC (stereo unspecified) in MPTP inh → 1.4
Cc1ccc(NC(=O)c2nc[nH]c2C(=O)N2CCC(C)CC2)cc1 in MPTP inh → 0.4
CCC(C(=O)N1CCN(S(=O)(=O)c2sc(C(=O)O)c(C)c2C(=O)O)CC1)c1ccccc1 (stereo unspecified) in MIN6 prolif → 1
CCOc1c(OC)cc(C2C(C#N)=C(N)Oc3n[nH]c(-c4ccncc4)c32)cc1OC (stereo unspecified) in GRIN3A LBD mod → 1
CCC12CN3CC(CC)(CN(C1)C31C(=O)N(C)c3ccc(C)cc31)C2=O (stereo unspecified) in A3G deaminase → -4

Of the compounds above, these contain bromine.
smiles	hIAP act	mIAP activ	hIAP inh	MIN6 prolif	mIAP inh	A3G deaminase	GRIN3A LBD mod	MPTP inh	APOBEC3A inh
CCCc1cc(C(=O)Nc2cc(Br)ccc2O)no1	1.1	0.85	-14	-2	15	5	-10	2.1	2
O=C(COC(=O)/C=C/c1ccccc1)Nc1ccccc1Br	0.96	1	4	0	-3	-1	-9	5.3	2

Source: PubChem BioAssay (Sanford-Burnham Center for Chemical Genomics)
